NCI-60 one-dose screen, 48 h, at 10 µM unless noted. Numbers give growth in % (100 = growth as untreated, 0 = no growth, -100 = all killed).
OVCAR-8: OVCAR-8 ovarian cancer | 81,000 compounds, 4.4% hits | AID 1794782
PC-3: PC-3 prostate cancer cells; 80,000 compounds, 3.9% hits
SK-OV-3: SK-OV-3 ovarian cancer cells | 80,000 compounds, 3.2% hits | AID 1794785
OVCAR-4: OVCAR-4 ovarian cancer cells; 80,000 compounds, 3.7% hits
IGROV1: IGROV1 ovarian cancer | 79,000 compounds, 4.7% hits | AID 1794786
OVCAR-3: OVCAR-3 ovarian cancer; 79,000 compounds, 7% hits
DU-145: DU-145 prostate cancer; 81,000 compounds, 4.2% hits
OVCAR-5: OVCAR-5 ovarian cancer | 82,000 compounds, 2.9% hits | AID 1794783
Numbers without * were called inactive; / = no result given; & = joins results of further samples. Rule for the calls: active = growth percent below 10; inactive = the rest.

SMILES	OVCAR-8	PC-3	SK-OV-3	OVCAR-4	IGROV1	OVCAR-3	DU-145	OVCAR-5
CCCCCCc1cc(-c2cc(CCCCCC)nc(N)n2)nc(N)n1	101	99	111	104	112	112	102	97
Cc1cccc2cc(-c3cc4ccccc4[nH]3)/c(=N/C(=O)Nc3ccccc3)oc12	97	94	98	101	62	100	101	108
CCC(C)Cn1cnc2c(SCc3ccccc3F)nc(N)nc21 (stereo unspecified)	121	/	102	/	85	100	104	81
CC(=O)c1ccc(NC(=O)CSc2nnc(-c3cc(-c4ccc(C)cc4)nc4ccccc34)o2)cc1	49	53	82	-13*	57	77	64	101
CN(C)C	107	93	105	105	106	110	102	103
COc1cc(CNC(=O)/C=C/c2ccccc2)ccc1OCc1cn(-c2ccc([N+](=O)[O-])cc2)nn1	98	96	93	94	96	113	110	99
O=S(=O)(OCCCCCCCCCOS(=O)(=O)c1ccc(F)cc1)c1ccc(F)cc1	/	79	97	98	93	98	100	104
O=c1cc(-c2ccccc2)nc2sc(-c3c[nH]c4ccc(Br)cc34)nn12	106	85	110	105	99	/	103	100
COc1cc2nc(-c3ccco3)cc(OCCCN3CCC(O)CC3)c2cc1OC	41	43	67	52	40	63	38	55
COc1cc2ncnc(-n3ncc4cc(NC(=O)Nc5ccc(Cl)c(C)c5)ccc43)c2cc1OC	110	66	119	98	96	107	101	109

Pulled by compound from the list above:
SMILES	OVCAR-8	PC-3	SK-OV-3	OVCAR-4	IGROV1	OVCAR-3	DU-145	OVCAR-5
CC(=O)c1ccc(NC(=O)CSc2nnc(-c3cc(-c4ccc(C)cc4)nc4ccccc34)o2)cc1	49	53	82	-13*	57	77	64	101
CN(C)C	107	93	105	105	106	110	102	103
Cc1cccc2cc(-c3cc4ccccc4[nH]3)/c(=N/C(=O)Nc3ccccc3)oc12	97	94	98	101	62	100	101	108
COc1cc(CNC(=O)/C=C/c2ccccc2)ccc1OCc1cn(-c2ccc([N+](=O)[O-])cc2)nn1	98	96	93	94	96	113	110	99

Further structures.
SMILES	OVCAR-8	PC-3	SK-OV-3	OVCAR-4	IGROV1	OVCAR-3	DU-145	OVCAR-5
COc1ccc(Nc2n[nH]c(Cc3ccccc3)n2)cc1	105	100	99	103	95	111	111	94
C#CCOc1ncnc2sc3c(c12)CCN(C(=O)OCC)C3	91	88	97	110	112	111	108	106
COc1ccc2c(c1)c(CC(=O)[Se]C)c(C)n2C(=O)c1ccc(Cl)cc1	-47*	24	41	37	-3.1*	-12*	-7.9*	37
O=C1OC(=O)C2CCC12 (stereo unspecified)	105	100	92	112	100	115	111	103
CCCCCC(CCC)COC(=O)c1ccc(C)cc1 (stereo unspecified)	97	86	102	104	/	107	110	90
CC(C)N(CCOC(=O)Nc1cccc(Cl)c1)C(C)C	100	77	110	120	106	110	110	108
CCCC[C@@H]1C[C@@H]2Cc3ccc4ccccc4c3N1O2	95	91	95	/	75	116	101	86
Cc1ccc(N2CCN(C(=S)c3ccccc3)CC2)cc1	94	84	103	96	105	114	104	106
Cc1ccc(-n2cc(-c3ccccc3)c3c2N=C(SCC(=O)c2ccccc2)N2CCN=C32)cc1	89	77	97	84	87	96	110	103
C=C(C)[C@@H]1CC[C@]2(C(=O)N3CCN(C)CC3)CC[C@]3(C)[C@H](CC[C@@H]4[C@@]5(C)CC[C@H](O)C(C)(C)[C@@H]5CC[C@]43C)[C@@H]12	-55*	-71*	125	-80*	-73*	-94*	-57*	-14*

One compound at a time (already shown):
Record of CC(C)N(CCOC(=O)Nc1cccc(Cl)c1)C(C)C → OVCAR-8: 100; PC-3: 77; SK-OV-3: 110; OVCAR-4: 120; IGROV1: 106; OVCAR-3: 110; DU-145: 110; OVCAR-5: 108
Record of CN(C)C → OVCAR-8: 107; PC-3: 93; SK-OV-3: 105; OVCAR-4: 105; IGROV1: 106; OVCAR-3: 110; DU-145: 102; OVCAR-5: 103

The list goes on:
SMILES	OVCAR-8	PC-3	SK-OV-3	OVCAR-4	IGROV1	OVCAR-3	DU-145	OVCAR-5
CCOC(=O)C1=C(C)NC(=S)NC1c1cccc(O)c1 (stereo unspecified)	103	100	113	115	103	128	112	105
CCC(C(=O)c1ccccc1)C1(C(=O)OC)NC(=S)NC(=O)C1C#N (stereo unspecified)	113	103	123	108	117	120	120	116
N#C/C(=C\c1ccc([N+](=O)[O-])cc1)c1ccccc1	94	81	99	85	103	104	92	110
O=[N+]([O-])c1cc(Cl)c(Cl)c(Cl)c1Cl	97&108	91&97	96&111	111&116	140&124	114&128	104&119	114&112
O=C(NNc1nc2cc(F)ccc2n2c(CN3CCCCC3)ccc12)c1cnccn1	-84*	-18*	-64*	-46*	-3.6*	-46*	-44*	-69*
O=C1NCCOc2ccccc21	110&109	100&97	155&119	112&110	111&105	114&109	118&101	105&104
N#Cc1ccc(-c2nn(-c3ccc(C(=O)O)cc3)cc2CNc2cc(Cl)cc(Cl)c2)cc1	48	34	126	65	53	46	65	84
COc1ccc(/C(C)=C(\c2ccc(OCCN3CCCCCC3)cc2)c2ccc(OC(=O)c3ccccc3)cc2)cc1	56	40	81	43	47	65	72	72
Cc1ccc(C(C(=O)O)c2ccc(C)cc2)cc1	97	91	105	112	98	107	108	104
O=C1CC(=O)Nc2cccc3cccc(c23)N1	95	/	102	97	64	104	122	100
COc1cccc(OCC(O)CN2CCN(c3ccccc3)CC2)c1 (stereo unspecified)	103	109	106	97	107	112	116	105
COc1ccc(N2c3ccccc3C(=O)OC23OC(=O)c2ccccc23)cc1 (stereo unspecified)	100	103	114	93	89	89	94	92
C/C=C/C(=O)O	107	87	100	101	108	110	111	95
CC(C)(C)c1[nH]nc(Nc2ccccc2)c1C#N	96	91	110	101	112	106	107	96
O=S(=O)(Nc1ccsc1-c1nc(-c2ccccc2)no1)c1ccc(F)cc1	99	87	89	/	90	98	104	86
CC1(C)C2CC=C(CCOC(=O)COc3cc(Cl)c(Cl)cc3Cl)C1C2 (stereo unspecified)	100	79	104	/	86	/	120	100
Cc1c(C(N)=O)sc2c1c(=O)n(Cc1ccccc1)c1nnc(S(=O)(=O)CC(=O)Nc3ccc(Cl)cc3)n21	/	35	19	/	40	5.7*	44	83
Nc1nc2c(nc(N3CCCC3)n2[C@@H]2O[C@H](CO)[C@@H](O)[C@H]2O)c(=O)[nH]1	106	102	100	104	105	110	108	100
CCOC(=O)c1c(NCC(=O)Nc2ccc(Cl)cc2)sc2c1CCCC2	97	97	96	108	95	103	106	106
O=C1Nc2c(Cl)cc(Cl)cc2C12Nc1ccccc1S2 (stereo unspecified)	92	65	112	63	87	86	96	104
CCN(CC)CCC(O)c1ccc(Cl)c2ccccc12 (stereo unspecified)	107	104	106	105	109	96	102	102
CC(C)c1ccc(C(=O)Nc2sc3cc(O)ccc3c2C#N)cc1	51	59	50	58	31	16	51	88
COc1ccc(Oc2nc(Nc3ccc(N4CCOCC4)cc3)ncc2NC(=O)c2ccc3c(c2)OCO3)cc1	108	88	112	98	94	100	105	127
CCOC(=O)c1c(C)oc2ncnc(N3CCN(C(=O)COc4ccc(C(C)(C)C)cc4)CC3)c12	81	59	85	74	74	98	87	97
CCOc1cc2c(cc1OCC)C(c1cc3c(cc1Br)OCO3)NCC2 (stereo unspecified)	97	85	89	84	98	104	114	100
COc1cc(NCC(C)(O)CN(CC(C)C)CC(C)C)c2nc(C)ccc2c1 (stereo unspecified)	87	65	99	23	73	25	110	90
Oc1cccc2c1CCCC2O (stereo unspecified)	109	94	104	96	136	102	98	105
C1CCC2=NCCCN2CC1	101	81	110	112	109	107	118	109
CC(=O)Oc1c(Cl)cccc1-c1ccccc1	100	89	104	110	102	103	104	108
Cc1ccc(NC(=O)Nc2ccc(Nc3ncnc4sc5c(c34)CCOC5)cc2)cc1Cl	92	81	73	121	99	102	114	114
COc1ccc2c(c1)c(-c1noc(-c3cn(C)c4ncccc34)n1)cn2C	101	92	94	106	99	115	103	90
CCOC(=O)[C@H](CSSc1ncnc2cc[nH]c12)NC(=O)[C@@H](C)c1ccc2cc(OC)ccc2c1	21	36	8.3*	/	41	25	33	27
O=C1CCCC(C(=O)NCc2ccc(Cl)cc2Cl)N1 (stereo unspecified)	98	100	107	114	113	111	109	112
COC(=O)c1cccc2c(Cl)cc3ccccc3c12	96	86	94	90	101	100	106	100
CSc1nc(-c2ccc(Br)cc2)c(C#N)c(=O)[nH]1	104	103	110	111	113	130	129	110
COc1ccc(-c2nc(NCCO)nc(N)c2C#N)cc1	94	89	85	98	108	106	112	104
C=C(C)[C@@H]1C[C@@H]2Cc3cc(Cl)ccc3N1O2	108	96	108	89	120	116	123	83
CCOC(=O)c1cc(=O)nc(N)s1	93	96	104	/	105	113	103	105
CCCCCCNC(=O)/C(=C/c1ccc(OC)cc1)NC(=O)c1ccccc1	97	84	105	105	109	108	108	113
COc1nccnc1NS(=O)(=O)c1ccc(N)cc1	103	99	103	116	94	119	119	85
C=C1CCC2C3(C)COC(C)(C)OC3CCC2(C)C1CC(NCc1ccccc1)C1=CCOC1=O (stereo unspecified)	107	94	109	105	92	106	102	101
O=c1ccccn1O	95	141	102	111	135	118	114	107
CNC(=O)NCC1OC(n2cnc3c(NC(=O)Nc4ccccc4)ncnc32)C2OC(C)(C)OC12 (stereo unspecified)	100	71	79	90	/	89	94	109
O=C1/C(=C\c2cccn2C(=O)c2ccc(Cl)s2)c2ccccc2N1c1c(Cl)cccc1Cl	85	74	81	52	77	83	105	88
O=C(Nc1ccccc1Cl)c1ccc(Cl)cc1	101	95	92	93	84	110	109	115
COc1ccc(OC)c(/C=N/N=C/c2cc(OC)ccc2OC)c1	101	81	106	/	103	114	103	105
Nc1nnc(-c2cc(=O)oc3ccc(Cl)cc23)o1	100	96	96	94	88	109	101	96
COc1ccc(/C=N/NC(=O)Cn2nnc3ccccc32)cc1	97	96	96	115	96	95	117	104
O=C(/C=C/c1ccc(Br)cc1)c1ccc(NC(=O)N2CCN(c3cc4c(cc3F)c(=O)c(C(=O)O)cn4C3CC3)CC2)cc1	101	99	99	108	93	107	109	100
O=c1[nH]c2ccccc2n1C1CCN(CCOc2ccccc2)CC1	79	59	92	67	/	65	73	104
The list continues.
SMILES	OVCAR-8	PC-3	SK-OV-3	OVCAR-4	IGROV1	OVCAR-3	DU-145	OVCAR-5
C=C(C)[C@@H]1CC[C@]2(C(=O)NCC(=O)OC)CC[C@]3(C)[C@H](CC[C@@H]4[C@@]5(C)C/C(=C/c6ccco6)C(=O)C(C)(C)[C@@H]5CC[C@]43C)[C@@H]12	92	59	95	78	83	81	88	102
CSCCC(C(=O)O)N1C(=O)CSC1=S (stereo unspecified)	101	98	106	107	106	110	112	104
N/C(=N\c1nc2ccccc2s1)NC(=O)Nc1ccccc1	41	57	51	74	59	28	58	52
C=CCn1c(SCC(=O)Nc2ccc(/C(C)=N\O)cc2)nnc1-c1ccc(OC)c(OC)c1	95	86	99	97	76	104	107	94
CC(C)N1CCSc2ssc(=S)c21	100	97	103	89	72	/	106	103
CCCOc1ccc(/C=N/Nc2cc(C)nc3ccc(Cl)cc23)cc1	-45*	49	89	48	42	-28*	24	96

An excerpt from above with just PC-3 and OVCAR-4:
Compound | PC-3 | OVCAR-4
CN(C)C | 93 | 105
COc1cc(CNC(=O)/C=C/c2ccccc2)ccc1OCc1cn(-c2ccc([N+](=O)[O-])cc2)nn1 | 96 | 94

Screens deposited in PubChem BioAssay by NCI.
